Screens (PubChem)
VLA-4 inh: inhibition in a human VLA-4 binding assay. P13612. VLA-4 expressing cells, ligand binding flow cytometry. inhibition, % (about 7 µM as worked out from the volumes in the protocol). 330,000 tested, 0.2% active; in the data active = inhibition above about 50%
MCL1-BIM inh: disrupts human MCL1 binding to BIM-BH3 peptide. inhibition, % at 10.9 µM. GST-MCL1 / FITC-Bim-BH3 fluorescence polarization. 320,000 tested, 0.68% active. Q07820. AID 2057;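 active = inhibition above the mean inhibition of all tested compounds plus 3 SD, set per campaign, cut at about 40% in these data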;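 note: 0% = DMSO wells and 100% = unlabeled Bim-BH3 peptide control; higher means more loss of mP so more displacement of Bim peptide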
MEX-5 binding: C. elegans MEX-5 TCR-2 RNA binding activity. Q9XUB2. MEX-5/FITC-TCR2 RNA binding, fluorescence polarization; stronger effect = lower value. activity score (negative = inhibition of binding), % at 10 µM. 300,000 tested, 0.38% active. AID 1832;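 active = inhibition past about -25% in most replicates, and total fluorescence under double the plate's negative control median, limit read from the data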;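 note: 0% = DMSO and -100% = 5 µM competing unlabeled TCR2 RNA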
Target sequence (Q9XUB2 whole entry, looked up): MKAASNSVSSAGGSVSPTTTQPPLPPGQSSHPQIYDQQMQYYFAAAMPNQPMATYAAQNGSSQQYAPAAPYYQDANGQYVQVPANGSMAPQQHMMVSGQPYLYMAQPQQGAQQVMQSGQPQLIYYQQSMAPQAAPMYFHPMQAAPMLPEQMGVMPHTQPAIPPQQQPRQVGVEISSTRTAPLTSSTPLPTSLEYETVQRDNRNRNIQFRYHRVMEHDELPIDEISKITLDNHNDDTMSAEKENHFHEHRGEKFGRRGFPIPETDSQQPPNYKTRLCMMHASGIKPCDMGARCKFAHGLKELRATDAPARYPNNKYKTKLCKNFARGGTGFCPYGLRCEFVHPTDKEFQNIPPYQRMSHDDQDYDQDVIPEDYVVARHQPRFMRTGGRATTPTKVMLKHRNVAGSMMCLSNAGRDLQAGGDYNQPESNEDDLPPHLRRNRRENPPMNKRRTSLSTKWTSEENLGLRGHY
GRK2 aptamer HTS: inhibitors of human GRK2 displacing RNA aptamer | 330,000 tested, 0.59% active | bead flow cytometry, FAM-aptamer displacement from GRK2 | AID 488847 | inhibition of aptamer binding, % at 10 µM;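 active = inhibition of aptamer binding above 40%, roughly 3 SD of noise, on plates passing a quality check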;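 note: median bead fluorescence of bound FAM aptamer so fluorescent compounds give negative values; no value below 0 was filed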
Fam108B counter: counter-screen for RBBP9 inhibitors: inhibitors of mouse Fam108B | 300,000 tested, 0.33% active | inhibition, % at 9.51 µM | recombinant Fam108B, FP-Rh probe fluorescence polarization;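 active = inhibition above the screen mean inhibition plus 3 SD, computed separately per campaign, cut at about 18% in these data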;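 note: inhibitors lower polarization as less probe binds the enzyme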
AGP1 TOR yeast: yeast TOR pathway AGP1-GFP modulation. S. cerevisiae AGP1-GFP multiplex flow cytometry, 3 h; GFP as percent of DMSO wells. GFP response vs DMSO, % at 10 µM. 320,000 tested, 0.02% active;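 active = GFP response relative to DMSO above a set limit, near screen average plus 3 SD, cut at about 150% in these data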;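 note: median GFP channel fluorescence of the gated AGP1 strain per well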
GLD-1 RNA inh: GLD-1-TGE RNA interaction inhibition (C. elegans); inhibition, % at 5.96 µM; Q17339; purified GLD-1 + fluorescein TGE RNA, fluorescence polarization; 320,000 tested, 0.44% active;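 active = percent inhibition above a per-plate cutoff, the plate mean of test compounds plus 3 SD, cut at about 30% in these data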;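 note: 0% = DMSO wells with GLD-1 and probe and 100% = wells lacking GLD-1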
Target sequence (Q17339 whole entry, looked up): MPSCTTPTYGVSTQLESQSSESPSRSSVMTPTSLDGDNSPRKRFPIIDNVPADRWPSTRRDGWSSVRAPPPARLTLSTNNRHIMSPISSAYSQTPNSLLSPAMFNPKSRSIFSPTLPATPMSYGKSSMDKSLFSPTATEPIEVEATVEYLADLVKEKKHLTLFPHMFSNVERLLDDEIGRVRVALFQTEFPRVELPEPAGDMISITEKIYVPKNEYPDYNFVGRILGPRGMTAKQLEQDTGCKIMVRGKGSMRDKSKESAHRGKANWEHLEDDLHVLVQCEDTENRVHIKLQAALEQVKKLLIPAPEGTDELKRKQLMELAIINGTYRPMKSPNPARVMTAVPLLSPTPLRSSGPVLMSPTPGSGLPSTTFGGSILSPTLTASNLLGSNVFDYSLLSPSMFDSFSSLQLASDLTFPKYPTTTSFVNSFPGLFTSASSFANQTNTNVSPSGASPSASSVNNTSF
CIT2-GFP yeast: modulators of TOR pathway CIT2-GFP in S. cerevisiae | S. cerevisiae CIT2-GFP strain, flow cytometry, 3 h; 100 means same as DMSO wells | GFP response vs DMSO, % at 10 µM | 320,000 tested, 0.065% active;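 active = GFP response relative to DMSO above a set limit, near the screen mean plus 3 SD, cut at about 150% in these data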;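 note: ratio of well median GFP fluorescence to mean of DMSO wells on the plate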
BCLXL inh: blocks human Bcl-xL binding to Bim BH3 peptide. Q07817. GST-Bcl-xL / FITC-Bim BH3 peptide fluorescence polarization. inhibition, % at 10.9 µM. 320,000 tested, 0.7% active. AID 2129;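 active = inhibition above the mean of all tested compounds plus 3 SD, cutoff set per campaign, cut at about 30% in these data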;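 note: 0% = DMSO wells and 100% = unlabeled Bim-BH3 peptide competitor; inhibitors lower millipolarization by displacing the labeled peptide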
An asterisk follows results filed as active; nt = no result given. Compounds were not picked by outcome, and some 2.2% of all compounds hit somewhere here.

mol | VLA-4 inh | MCL1-BIM inh | MEX-5 binding | GRK2 aptamer HTS | Fam108B counter | AGP1 TOR yeast | GLD-1 RNA inh | CIT2-GFP yeast | BCLXL inh
COc1ccc(/C=C2\SC(=S)N(CCC(=O)N(CCO)c3ccccc3)C2=O)cc1OC | -4.5 | 3.4 | -4.2 | 1.0 | -8.1 | 103.1 | -6.4 | 105.8 | 1.1
O=[N+]([O-])c1ccc(Cl)c(S(=O)(=O)N2CCCCCC2)c1 | -8.8 | 0.5 | 2.2 | 3.0 | 5.5 | 98.2 | -0.9 | 81.7 | 0.2
C(=N\n1cnc2ccccc21)/c1cccnc1 | -9.6 | -9.8 | 0.0 | 0.0 | -1.7 | 99.5 | 0.4 | 104.1 | 1.2
COc1ccc([C@H]2CC(=O)C=C(c3cccc(OC)c3)C2)cc1 | 2.4 | 4.0 | nt | 0.0 | nt | 93.9 | -3.3 | 88.3 | 4.1
Cc1ccc(S(=O)(=O)N2CCOCC2)cc1NC(=O)COC(=O)CCOc1ccc(C(C)(C)C)cc1 | 0.4 | 0.3 | 1.6 | 0.0 | -2.2 | 108.2 | 2.6 | 110.2 | -3.4
COc1ccc(N2C(=O)/C(=C/c3ccc([N+](=O)[O-])cc3)N=C2C)c(OC)c1 | -2.4 | -4.5 | -3.1 | 5.0 | -3.6 | 92.1 | 1.6 | 92.8 | -2.4
O=C(COC(=O)c1ccc(S(=O)(=O)N2CCOCC2)cc1)NC1CCCCCCC1 | 6.6 | 4.2 | -0.6 | 2.0 | -1.6 | 85.2 | 4.8 | 87.2 | 3.0
O=C(NCc1ccccc1)c1noc2c1CCCC2 | 1.0 | 1.7 | -4.6 | 0.0 | 1.0 | 99.2 | 4.3 | 102.7 | -0.3
Cc1c(C)n(C)c2ccc(C(=O)NCCCN3CCN(c4ccc(F)cc4)CC3)cc12 | -125.6 | 1.0 | -1.5 | 0.0 | 2.3 | 100.3 | 0.8 | 96.9 | 3.5
Cc1ccc(Cl)cc1NC(=S)NCCCSC1CCCCC1 | -6.6 | 4.8 | 0.1 | 0.0 | -5.9 | 121.0 | -2.5 | 106.4 | 4.4
CN(CCO)C(=O)C1CCN(c2ncc(C(F)(F)F)cc2Cl)CC1 | -0.5 | 0.0 | -0.4 | 0.0 | 3.2 | 103.2 | 7.3 | 112.4 | 4.2
Cc1ccc2c(c1)nnn2C1CCN(S(=O)(=O)c2ccc(C(=O)N3C(C)CCCC3C)cc2)CC1 (stereo unspecified) | 5.1 | 0.1 | 0.3 | 5.0 | 6.0 | 90.7 | -5.9 | 88.8 | 2.5
CC(=O)Nc1sc2c(c1C(c1ccc(F)cc1)N1CCOCC1)CCCC2 (stereo unspecified) | -10.8 | 9.0 | -1.6 | 3.0 | 2.7 | 105.2 | 1.1 | 99.5 | 10.7
COc1ccc(OCCNC(=O)CCCO)cc1 | 10.0 | 4.2 | -1.0 | 0.0 | 2.1 | 109.7 | 0.3 | 98.0 | 4.8
Cc1nc2sccn2c1P(c1c(C)nc2sccn12)c1c(C)nc2sccn12 | 16.8 | -5.5 | 1.1 | 0.0 | 0.2 | 100.2 | 3.5 | 96.5 | 2.3
O=C(CNC(=O)c1ccco1)NCc1nc2ccccc2[nH]1 | 7.6 | -0.7 | 4.4 | 0.0 | 0.8 | 97.0 | 7.0 | 97.4 | 4.4
Cn1c(C(=O)NCCCN2CCCCCC2)cc2c(=O)n(C)c3ccccc3c21 | -11.4 | 7.3 | nt | 0.0 | -1.0 | 106.2 | -1.7 | 102.5 | 7.3
Cc1nc2sccn2c(=O)c1S(=O)(=O)N1CCN(c2ccccc2)CC1 | 1.1 | -0.2 | 0.1 | 0.0 | 1.3 | 99.0 | -1.5 | 94.3 | 2.8
Cc1ccc(NC(=O)CCS(=O)(=O)c2cc3c(cc2Cl)NC(=O)CO3)cc1 | 16.6 | 2.0 | -26.5* | 3.0 | 1.9 | 111.3 | 4.1 | 111.1 | 5.4
CC(=O)c1ccc(NC(=S)NC(=O)c2c(Cl)c(C)nn2C)cc1 | -9.6 | 15.2 | -1.1 | 0.0 | -2.4 | 110.9 | 4.0 | 113.7 | 10.3

(listing goes on)
mol | VLA-4 inh | MCL1-BIM inh | MEX-5 binding | GRK2 aptamer HTS | Fam108B counter | AGP1 TOR yeast | GLD-1 RNA inh | CIT2-GFP yeast | BCLXL inh
Cn1ncc(C#N)c1/N=C/N1CCCCC1 | 7.1 | -6.7 | -1.1 | 2.0 | -1.7 | 96.4 | -3.4 | 96.4 | 0.0
O=C1OC[C@@H]2CCCN2C(=O)[C@H](CC(=O)N(CCO)Cc2ccccc2)C/C=C\C[C@H]1Cc1ccc(F)cc1 | -7.8 | nt | nt | 1.0 | nt | 113.1 | -4.8 | 107.7 | nt
CC(OC(=O)c1ccc2c(=O)n3c(nc2c1)CCCCC3)C(=O)Nc1ccc(Cl)cn1 (stereo unspecified) | -2.4 | -15.9 | 0.8 | 6.0 | 1.0 | 106.4 | 5.6 | 95.4 | 0.1
CN1CCc2c(sc3c2C(=O)NC(c2cccs2)N3)C1 (stereo unspecified) | 4.0 | 32.5 | -13.7 | 1.0 | 14.8 | 107.8 | -31.0 | 109.8 | 32.5*
CCOc1cc(C2c3c(n[nH]c3C)C(=O)N2c2ccc(Br)cc2)ccc1O (stereo unspecified) | 4.4 | 9.3 | 1.9 | 0.0 | 3.1 | 112.7 | 1.2 | 109.1 | 6.3
O=C(NNC(=O)c1cccnc1)NC1CCCCC1 | 15.6 | -3.5 | 0.6 | 0.0 | 2.7 | 89.3 | 4.1 | 91.5 | -1.5
COc1cc(CN2CCN(Cc3ccccc3C(F)(F)F)CC2)cc(OC)c1OC | -15.8 | -0.2 | -2.7 | 0.0 | -4.2 | 107.4 | -42.4 | 126.7 | 3.6
O=c1cc(-c2ccccc2)[nH]c2ccc(F)cc12 | -5.0 | 1.4 | -2.3 | 0.0 | -3.5 | 97.3 | -0.9 | 100.3 | 3.4
CCc1ccc(-c2nc3ccc(Br)cc3c(C(=O)O)c2C)s1 | 1.2 | nt | -0.9 | 0.0 | nt | 90.6 | nt | 87.1 | nt
COc1ccc(S(=O)(=O)c2ccc(OC)c(OC)c2)cc1OC | -4.2 | 2.4 | 0.9 | 6.0 | -2.5 | 101.2 | 8.1 | 106.0 | 1.8
CCCCNC(=O)CCN1N=C(c2ccccc2)CCC1=O | 1.6 | 0.4 | -0.5 | 0.0 | 6.2 | 104.3 | -3.5 | 101.6 | 6.1
O=C(c1ccccc1)N(Nc1ccccc1)c1ccccc1 | 7.2 | 5.8 | 0.2 | 0.0 | 0.2 | 97.3 | 5.7 | 96.3 | 5.2
CCOC(=O)CCn1c(=O)c2c(nc(Br)n2Cc2ccccc2)n(C)c1=O | -6.0 | 2.6 | -3.7 | 2.0 | -5.8 | 99.9 | 0.4 | 101.6 | -0.3
CC(=O)C1=C(O)C(=O)N(CCCn2ccnc2)C1c1ccc(Br)cc1 (stereo unspecified) | 2.1 | -7.1 | 0.3 | 0.0 | -0.2 | 100.3 | -1.2 | 101.7 | 1.5
CC(C)c1ccc(S(=O)(=O)N2CCN(CC(=O)Nc3ccc(Cl)cc3F)CC2)cc1 | 21.2 | 4.3 | nt | 0.0 | nt | 89.6 | 6.2 | 83.9 | 3.8
CN(C(=O)c1ccccc1Cl)c1ccccc1 | 9.9 | -0.9 | -1.6 | 0.0 | 1.2 | 87.4 | -0.9 | 84.7 | -0.1
O=C(Cc1ccc(Cl)cc1Cl)OCC(=O)c1ccc[nH]1 | 11.0 | -0.7 | -0.2 | 0.0 | -1.4 | 94.2 | -2.0 | 85.0 | 2.7
O=C1CN(C(=O)COC(=O)c2cc(S(=O)(=O)N3CCOCC3)ccc2Cl)c2ccccc2N1 | 3.3 | -3.4 | -2.5 | 3.0 | 2.4 | 100.0 | -1.7 | 98.0 | -4.3
Cc1cccc(NC(=O)COc2cccc3c2CCN(C)C3=O)c1 | -10.4 | -1.5 | -1.1 | 0.0 | -1.3 | 93.3 | -1.7 | 96.7 | 7.4
O=C(CSc1nc2[nH]ncc2c(=O)[nH]1)Nc1cccc([N+](=O)[O-])c1 | -0.7 | 3.5 | -8.2 | 3.0 | 2.5 | 103.2 | -3.5 | 107.8 | 1.2

Remaining list, next part
mol | VLA-4 inh | MCL1-BIM inh | MEX-5 binding | GRK2 aptamer HTS | Fam108B counter | AGP1 TOR yeast | GLD-1 RNA inh | CIT2-GFP yeast | BCLXL inh
Cc1cc(C)nc(N2CCN(C(=O)c3ccc(S(=O)(=O)N4CCCCCC4)cc3)CC2)n1 | -4.2 | -8.8 | -1.6 | 4.0 | -0.9 | 101.9 | 9.0 | 103.5 | -1.4
CCCCN(CC)CCCNC(=O)c1cn(C)c2ccc(S(=O)(=O)N(C)C3CCCCC3)cc2c1=O | 3.5 | -6.6 | 0.2 | 0.0 | 4.0 | 100.0 | -13.8 | 99.1 | 5.4
NC(=O)CC(NC(=O)Cc1ccc(Br)cc1)c1ccc(NC2CCCCCC2)c([N+](=O)[O-])c1 (stereo unspecified) | 27.7 | -3.1 | 0.7 | 2.0 | -4.0 | 80.7 | 4.2 | 72.4 | -0.1
Cc1ccc(S(=O)(=O)N(C)CC(=O)O/N=C(\N)c2ccc([N+](=O)[O-])cc2)cc1 | -3.3 | 4.8 | -1.8 | 1.0 | -4.6 | 88.0 | -7.5 | 93.2 | 2.3
CCOc1ccc(S(=O)(=O)NCc2cccnc2)cc1C | 11.6 | -0.1 | -1.7 | 2.0 | -0.8 | 97.4 | 3.3 | 104.9 | -1.4
Clc1ccc(CN2CCc3c([nH]c4ccccc34)C2)cc1Cl | 0.6 | -0.9 | -0.3 | 0.0 | 10.5 | 100.4 | -4.5 | 89.5 | 1.9
CC(NC(=O)c1ccnc(C(C)(C)C)c1)c1ccccc1 (stereo unspecified) | 13.6 | 3.7 | -1.1 | 3.0 | 0.4 | 106.8 | 3.2 | 93.6 | -1.8
COc1cccc(C(c2nnnn2Cc2ccco2)N2CCN(c3cccc(C)c3C)CC2)c1OC (stereo unspecified) | 0.4 | -2.0 | 3.5 | 0.0 | 0.2 | 95.2 | 6.4 | 97.5 | -1.5
Cc1ccc(C)c(NC(=O)CN(C)C(=O)c2cccc(-n3cccc3)c2)c1 | 0.8 | 45.8* | -0.5 | 0.0 | 0.1 | 102.4 | 3.2 | 95.6 | 9.3
Cc1cc(NC(=O)CCCn2nc([N+](=O)[O-])c(Br)c2C)no1 | 0.9 | -3.6 | 1.7 | 0.0 | 0.2 | 108.0 | 1.5 | 94.8 | 6.6
O=C(NCCCn1ccnc1)/C(=C\c1ccccc1Cl)NC(=O)c1ccccc1 | 11.1 | -5.9 | 1.8 | 2.0 | -3.0 | 99.0 | -4.3 | 101.3 | -2.9
Cc1c(CCC(=O)O)c(=O)oc2c(C)c(OCc3ccccc3Cl)ccc12 | -3.3 | 10.0 | -1.8 | 2.0 | -2.1 | 102.6 | -10.1 | 100.1 | 8.0
O=C(Nc1cc([N+](=O)[O-])ccc1F)c1ccc2c(c1)OCCO2 | 0.3 | 7.4 | -0.1 | 0.0 | -2.9 | 102.5 | -5.5 | 110.5 | 3.0
COCCCN(C)C1CCN(C(=O)Nc2ccc(F)cc2)CC1 | -11.4 | -2.2 | 0.1 | 1.0 | -2.9 | 104.7 | 4.2 | 125.4 | 2.0
CC(Oc1ccc(Br)cc1)C(=O)Nc1cc(Cl)ccc1N1CCN(C)CC1 (stereo unspecified) | 7.3 | -23.4 | 1.7 | 0.0 | -3.8 | 109.2 | 4.8 | 100.8 | -7.5
